Screens (PubChem BioAssay)
SIRT5 block = SIRT5 desuccinylase inhibitors, primary screen, biochemical, fluorescence imaging, single point, set 5. AID 652115, 2013. actives 1.1% (n = 330,000). inhibition, % at 15 µM. Purified SirT5, succinyl-peptide AMC, trypsin-coupled fluorescence. NAD-dependent protein deacylase sirtuin-5, mitochondrial (Homo sapiens), Q9NXA8; in the data active = inhibition above about 15%; inconclusive = no clear call, values can overlap the other calls
ERp5 inh = inhibitors of ERp5-driven insulin aggregation, primary screen, biochemical, turbidity, absorbance 650 nm, single point; 90 min; inhibition, % at 9.99 µM; actives 0.05% (n = 350,000);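 active = mean replicate inhibition above about 25%, with every replicate also reaching it, limit read from the data, passing the limit was not always enough; inconclusive = only one of those two criteria met; inactive = neither criterion met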
miR-122 sensor = miR-122 Renilla sensor signal increase in Huh7, primary screen, miR-122 inhibitor project, cell-based, single point, plate reader | Huh7 miR-122 Renilla luciferase sensor, 48 h; neutral wells = 0, positive control = 100 | actives 0.3% (n = 340,000) | activation (reporter increase), % at 12.5 µM;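 active = mean replicate activation score at least 90 and every replicate individually at or above 90; inconclusive = only one of the two criteria met; inactive = neither criterion met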;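 also: higher luciferase means less miR-122 activity so hits act as miR-122 inhibitors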
DENV2 CPE = inhibitors of DENV2 cytopathic effect, primary screen, cell-based, plate reader, single concentration; DENV2-infected cells, cytopathic effect rescue; CPE inhibition, % at 9.99 µM; actives 1.7% (n = 350,000); in the data active = CPE inhibition above about 20%, passing the limit was not always enough; inconclusive = no clear call, values can overlap the other calls; tested in BHK-21 cells;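 also: 0% = median of neutral control wells and 100% = median of positive control wells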
CFTR F508del cor = F508del CFTR correction, initial screen, CFBE line, single point. actives 0.36% (n = 350,000). activity (quench increase), % at 7.58 µM. CFBE cells, YFP halide quenching; stimulated with forskolin plus potentiator P3; % fluorescence drop versus neutral controls;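 active = mean added fluorescence quench of at least 8% versus neutral control, with both replicates also reaching 8%; inconclusive = only one of the mean or replicate conditions met; inactive = mean below 8% and not both replicates reaching 8%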;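 also: cells transiently co-express mutant CFTR-F508del with the halide-sensitive YFP; corrector assay measuring rescue of mutant channel to the surface after 24 h compound exposure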
Casp6 inh = human caspase-6 inhibitors, primary screen, biochemical, VEID-R110 fluorescence, single point, set 2 | purified caspase-6, Z-VEID-R110 cleavage fluorescence | inhibition, % at 12.5 µM | AID 686996, 2013 | P55212 | actives 0.53% (n = 350,000);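 active = mean inhibition across replicates at least about 35%, with every replicate also reaching that limit, limit read from the data; inconclusive = only one of the two criteria met; inactive = neither criterion met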;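 also: 0% = median of neutral control wells and 100% = no fluorescence left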
ERAP1 inh = human ERAP1 aminopeptidase inhibitors, primary screen, biochemical, single point, plate reader | recombinant ERAP1, Leu-AMC fluorescence, 60 min | inhibition, % at 10.7 µM | actives 0.15% (n = 340,000) | AID 652197, 2013;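 active = mean replicate inhibition of at least 30%, or all replicates individually reaching that 30% level; inactive = mean below 30% and not every replicate reaching it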;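 also: 0% = neutral control wells and 100% = L-leucinethiol positive control wells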
Target sequence (Q9NZ08 whole entry, looked up): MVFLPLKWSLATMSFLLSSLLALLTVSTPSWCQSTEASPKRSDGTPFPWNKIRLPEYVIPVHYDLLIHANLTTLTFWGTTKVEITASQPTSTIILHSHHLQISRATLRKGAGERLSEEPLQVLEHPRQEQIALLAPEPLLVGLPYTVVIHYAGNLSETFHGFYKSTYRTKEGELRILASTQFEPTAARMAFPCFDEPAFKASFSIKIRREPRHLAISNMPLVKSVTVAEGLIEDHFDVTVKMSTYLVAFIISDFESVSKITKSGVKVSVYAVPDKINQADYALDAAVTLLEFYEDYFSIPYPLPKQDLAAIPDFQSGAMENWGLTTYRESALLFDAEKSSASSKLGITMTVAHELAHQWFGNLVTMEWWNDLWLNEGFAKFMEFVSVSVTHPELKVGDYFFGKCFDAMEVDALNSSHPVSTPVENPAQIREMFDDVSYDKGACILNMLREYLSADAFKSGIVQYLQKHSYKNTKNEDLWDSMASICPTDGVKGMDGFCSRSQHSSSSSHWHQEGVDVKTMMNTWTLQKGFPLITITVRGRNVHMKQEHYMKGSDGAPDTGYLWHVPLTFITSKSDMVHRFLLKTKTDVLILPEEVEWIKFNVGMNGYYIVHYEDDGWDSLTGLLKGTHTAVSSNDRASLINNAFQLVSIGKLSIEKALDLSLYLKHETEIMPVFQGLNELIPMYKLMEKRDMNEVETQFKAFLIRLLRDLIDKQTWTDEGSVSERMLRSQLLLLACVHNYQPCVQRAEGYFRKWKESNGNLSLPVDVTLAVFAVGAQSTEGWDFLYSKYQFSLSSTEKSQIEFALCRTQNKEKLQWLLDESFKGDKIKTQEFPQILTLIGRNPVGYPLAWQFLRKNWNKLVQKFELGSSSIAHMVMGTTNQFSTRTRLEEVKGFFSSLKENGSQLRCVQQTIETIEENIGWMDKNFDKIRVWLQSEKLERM
An asterisk follows results filed as active; ? = inconclusive; nt = no result given; [ ] = remark or other dose.

Below each compound: SIRT5 block	ERp5 inh	miR-122 sensor	DENV2 CPE	CFTR F508del cor	Casp6 inh	ERAP1 inh
CCCc1nc2oc3c(NCCCN(C)C)ncnc3c2c2c1CCCC2
 : -6	-1	2	-16	-0.5	-12	1
Cc1ccc(NC(=O)[C@H](C)NC(=O)C2CCN(C(=O)[C@@H](N)CC(C)C)CC2)cc1
 : -4	-1	-6	0	-4.3	1	0
Cc1sc2nc(COC(=O)c3ccc(Cl)c(N)c3)[nH]c(=O)c2c1C
 : -2	5	5	-5	0.5	1	-3
O=S(=O)(O)c1cccc2c(N=Nc3ccc(O)c4ncccc34)cccc12
 : 34*	2	-5	nt	nt	21	15
COc1ccc(S(=O)(=O)N(C)C[C@H]2OCCCC[C@H](C)Oc3ccc(NS(=O)(=O)c4ccc(F)cc4)cc3C(=O)N([C@H](C)CO)C[C@H]2C)cc1
 : 23*	1	-3[16.7 µM]	-2	1.0	1	-1
C[C@@H]1CN([C@@H](C)CO)S(=O)(=O)c2ccc(-c3ccncc3)cc2O[C@@H]1CN(C)C(=O)CC1CC1
 : -2	-1	-6[16.7 µM]	-1	-0.2	3	1
C[C@@H]1CCCCO[C@@H](CN(C)Cc2ccc(C(=O)O)cc2)[C@@H](C)CN([C@H](C)CO)C(=O)c2cc(NS(=O)(=O)c3ccc(F)cc3)ccc2O1
 : -2	-1	-1[16.7 µM]	6	2.3	1	0
CCNC(=O)C1(C)CCCN(C(=O)c2ccc3sccc3c2)C1 (stereo not given)
 : nt	0	2	-7	-1.7	-1	7
O=[N+]([O-])c1cccnc1N1CCN(c2ccccc2F)CC1
 : 8	0	nt	-8	1.7	1	5
Cc1oc(-c2cc(F)ccc2F)nc1CN(C)Cc1ccc2nccnc2c1
 : -3	0	nt	-4	-0.7	-1	1
COc1ccccc1-n1cnc2sc(C)c(C)c2c1=O
 : -5	3	-11	-3	0.1	-2	-3
CC(C)NC(=O)N1[C@@H]2c3ccc(-c4ccc(F)cc4)c(=O)n3C[C@@H]2[C@@H](CO)[C@@H]1C(=O)N1CCOCC1
 : -3	0	nt	69*	nt	-1	2
Cc1noc(C)c1S(=O)(=O)Nc1ccc2c(c1)C(=O)N([C@H](C)CO)C[C@H](C)[C@H](CN(C)C(=O)Nc1cccc3ccccc13)OCCCC[C@H](C)O2
 : 7	2	-15[16.7 µM]	16	-2.8	3	0
FC(F)Oc1cccc(NC(=S)N2CCN(c3ccccn3)CC2)c1
 : 1	3	0	nt	-0.6	1	0
O=C(COC(=O)c1n[nH]c2ccccc12)Nc1ccccc1Br
 : nt	-4	18	2	-3.0	2	3
CC(=O)c1sc(Nc2ccc(C)cc2)nc1C
 : -3	-5	nt	?	1.4	-2	0
COc1cc(/C=C/c2ccc3cccc(O)c3n2)cc(OC)c1OC
 : 3	4	-22	12	-1.2	4	-7
CC1C(=O)N2CCCc3cc(S(=O)(=O)N(C)CCC#N)cc1c32 (stereo not given)
 : -2	-5	-4	17	1.8	-3	0
C[C@@H]1CN([C@H](C)CO)S(=O)(=O)c2ccc(C3=CCCCC3)cc2O[C@H]1CN(C)S(=O)(=O)c1ccc(F)cc1
 : 30*	1	4[16.7 µM]	4	6.5	1	0
O=C(C[n+]1cc(-c2ccc(F)cc2)n2c1CCC2)N1c2ccccc2Sc2ccccc21
 : -5	-4	nt	4	nt	-2	-2

Some of these compounds in order of number of heavy atoms, descending:
Below each compound: SIRT5 block	ERp5 inh	miR-122 sensor	DENV2 CPE	CFTR F508del cor	Casp6 inh	ERAP1 inh
CCCc1nc2oc3c(NCCCN(C)C)ncnc3c2c2c1CCCC2
 : -6	-1	2	-16	-0.5	-12	1
O=[N+]([O-])c1cccnc1N1CCN(c2ccccc2F)CC1
 : 8	0	nt	-8	1.7	1	5
COc1ccccc1-n1cnc2sc(C)c(C)c2c1=O
 : -5	3	-11	-3	0.1	-2	-3

Next section:
Below each compound: SIRT5 block	ERp5 inh	miR-122 sensor	DENV2 CPE	CFTR F508del cor	Casp6 inh	ERAP1 inh
COc1ccc(/C=C/c2c(-c3ccc(OC)cc3)oc3cccnc23)cc1
 : nt	6	-11	-3	1.3	1	3
Cc1nc(C)n(CC(=O)N2CCCC(C(=O)c3ccc(C(F)(F)F)cc3)C2)n1 (stereo not given)
 : 1	?	nt	1	1.2	0	-1
O=C(O)c1cccc(S(=O)(=O)Nc2ccc(O)cc2Sc2nc3ccccc3s2)c1
 : 2	-7	3	9	nt	6	-5
COc1cc(NC(=O)Cn2ccsc2=N)c(C)cc1[N+](=O)[O-]
 : -2	7	nt	-1	-0.2	5	3
Cc1ccc(S(=O)(=O)c2cc3ccc(O)cc3oc2=O)cc1C
 : -123	2	19	4	-1.4	2	-425
Cc1cc2cc(CNC(=S)Nc3ccc(OC(F)(F)F)cc3)ccc2n1C
 : nt	5	6	3	3.3	-14	nt
COCCN(C(=O)c1csnn1)C(C(=O)NC1CCCC1)c1ccccc1 (stereo not given)
 : -6	-5	-2	-2	-1.4	-3	2
COc1ccccc1C#Cc1ccc2c(c1)[C@H]1[C@H](CCN1S(=O)(=O)c1ccccc1)[C@@H](CO)N2
 : 5	-4	nt	11	0.9	-2	-1
COC(=O)c1sccc1-n1cccc1C(=O)C(=O)Nc1ccc(F)cc1
 : 3	-5	-2	-1	1.7	5	-2
COc1ccc(NC2CCCN(C(=O)C3(C)CCCCC3)C2)cc1OC (stereo not given)
 : -2	6	2	11	-4.1	6	-1
Cc1csc(NC(=O)CSc2nc3ccccc3c3c2CCCC3)n1
 : -3	1	nt	-14	3.9	0	-2
COc1c(C)cc(C(=O)C2CCCN(C(=O)Cn3ccc(C)n3)C2)cc1C (stereo not given)
 : 1	5	4	0	1.0	-1	-5
Cc1cc(C)c(OCC(=O)NCC2COc3ccccc3O2)c(C)c1 (stereo not given)
 : -4	-15	nt	5	0.6	1	-3
COC(=O)c1cc(NC(=O)COC(=O)CN2C(=O)C3CC=CCC3C2=O)cc(C(=O)OC)c1 (stereo not given)
 : -3	-1	-3	1	0.4	-1	-1
CC1CCCC(C)N1C(=O)/C=C/c1ccc(S(=O)(=O)N2CCOCC2)cc1 (stereo not given)
 : -6	2	-2	-2	3.6	-1	1
C[C@@H](C(=O)Nc1cccnc1)n1c(=O)[nH]c2ccccc2c1=O
 : 1	-3	-3	-8	0.0	1	-1
COC(=O)c1cc2c(ccn2-c2ccc(F)cc2)n1Cc1ccc(C#N)cc1
 : -4	8	nt	-2	-11	2	-3
COc1ccc(-c2cc(NC=O)c3ncc(-c4ccc(OC)c(OC)c4)n3c2)cc1OC
 : -1	5	nt	-8	nt	7	-7
COc1ccc2c3c([nH]c2c1)[C@@H](CO)N(C(=O)C1CC1)CC31CN(C(=O)NC(C)C)C1
 : 0	0	nt	3	-0.2	-1	1
Cc1cccn2c(=O)c3cc(C(=O)NCC4CCCO4)c(=N)n(CCN4CCOCC4)c3nc12 (stereo not given)
 : -12	8	-9	nt	nt	0	26

Later entries
Below each compound: SIRT5 block	ERp5 inh	miR-122 sensor	DENV2 CPE	CFTR F508del cor	Casp6 inh	ERAP1 inh
O=C(COc1ccc(F)cc1Cl)Nc1ccccc1C(=O)N1CCCCC1
 : -9	0	-8	1	-1.5	-2	4
C/C(=N/OCO/N=C(\C)c1ccccc1F)c1ccccc1F
 : 0	-1	-9	-7	1.5	0	-1
O=C(N/N=C1\CCS(=O)(=O)c2ccc(F)cc21)c1ccc(O)cc1
 : nt	3	nt	1	1.0	3	-2
O=C(C1CCCC1)N1CC(=O)N2[C@H](C1)[C@@H](c1ccc(C#CC3CCCC3)cc1)[C@@H]2CO
 : 4	5	nt	9	-1.9	-4	1
COC(=O)CCCn1cc(CN2CC(N3CCN(C4CCN(C)CC4)CC3)CS2(=O)=O)nn1 (stereo not given)
 : -5	-4	nt	5	0.7	-113	nt
C[C@H]1CN([C@@H](C)CO)S(=O)(=O)c2ccc(-c3cccnc3)cc2O[C@@H]1CN(C)Cc1ccncc1
 : -2	-5	0[16.7 µM]	-15	2.4	-1	-1
C[C@@H]1CN([C@@H](C)CO)C(=O)c2cc(NC(=O)Nc3ccc(F)cc3)ccc2O[C@@H]1CN(C)Cc1ccc2c(c1)OCO2
 : 0	-5	0[16.7 µM]	?	2.5	4	-2
Cc1nc(N2CCN(Cc3ccc4c(c3)OCO4)CC2)c2oc3ccccc3c2n1
 : 2	2	16	15	2.4	-6	1
O=C(COC(=O)c1cc(S(=O)(=O)N2CCOCC2)ccc1F)Nc1ccc(Cl)cn1
 : 1	-2	-1	-5	-2.2	4	5
O=C(NCc1ccccc1)N1CCOCC1
 : -2	-2	nt	2	-3.1	1	-9
CCCNC(=O)CSc1ccc(S(=O)(=O)N(C)C2CCCCC2)cn1
 : 4	-4	3	-9	-3.1	1	11
COc1cc(N)c(C(=O)c2nccc3cc(OC)c(OC)cc23)cc1OC
 : -3	1	-2	-1	-3.5	11	1
C/C(=N\NS(=O)(=O)c1ccc(Br)cc1)c1ccncc1
 : -1	4	0	0	0.4	-1	0
Cc1[nH]c(C)c(S(=O)(=O)NCCc2ccc(S(N)(=O)=O)cc2)c1C(=O)N1CCCC1
 : -3	1	nt	3	0.6	1	4
O=C(c1ccc(OC2CCN(C/C=C/c3ccccc3)CC2)cc1)N1CCCC1
 : -1	-4	nt	7	-0.3	-5	-3
C[C@@H]1CN([C@@H](C)CO)C(=O)c2cc(NS(C)(=O)=O)ccc2O[C@@H](C)CCCCO[C@H]1CN(C)Cc1ccc(C(F)(F)F)cc1
 : 12	8	nt	-14	-0.4	1	-3
COc1cccc(CNC(=O)c2ccc(CS(=O)Cc3ccc(C)cc3)o2)c1 (stereo not given)
 : -1	0	6	-1	0.6	0	0
CC(=O)NC(Cc1ccccc1F)C(=O)NC1CCN(C(=O)Nc2ccc(C)cc2)CC1 (stereo not given)
 : 0	5	nt	0	-1.6	-2	-3
CO[C@@H]1CN(C)C(=O)c2ccc(NC(=O)c3cnccn3)cc2OC[C@H](C)N(C(C)=O)C[C@H]1C
 : -13	2	-2[16.7 µM]	-2	0.8	2	1
Cc1cccc(C(=O)Nc2cc(S(=O)(=O)N3CCOCC3)ccc2N2CCCC2)c1
 : 3	-2	nt	8	-2.3	5	-1

New compounds follow:
Below each compound: SIRT5 block	ERp5 inh	miR-122 sensor	DENV2 CPE	CFTR F508del cor	Casp6 inh	ERAP1 inh
COCCNC(=O)C[C@H]1C[C@@H]2c3cc(NS(C)(=O)=O)ccc3O[C@@H]2[C@@H](CO)O1
 : 0	1	-2[16.7 µM]	12	-1.4	-4	2
CC(Cc1ccccc1)N(C)C(=O)CN1C(=O)c2ccccc2C1=O (stereo not given)
 : -3	-12	nt	11	-1.9	4	7
O=C(COC(=O)/C=C/c1ccco1)NCCc1ccccc1
 : -13	-2	-3	-6	-4.6	9	1
CC(C)(C)SCCNC(=O)COc1ccc(Cl)cc1
 : -3	3	-8	-1	0.1	-2	1
CCOc1ccc(OCCC(=O)OCC(=O)NC(C)c2ccccc2)cc1 (stereo not given)
 : 0	-7	-6	-8	3.7	6	-6
